Compound activity: PubChem BioAssay, National Center for Advancing Translational Sciences (NCATS)
HepG2 viability – kills HepG2 cells in TGF-b inhibitor counter-screen | Potency, µM (doses to about 46.1 µM), without a hit: at the highest dose activity change, negative = cytotoxicity, actives largely listed as cytotoxic | AID 588856 | HepG2 CAGA-GFP viability, ATP luminescence, 18 h | hit rate 0.76% among 410,000; further: potency means the concentration at half of the fitted maximal effect; some results filed as inactive show a strong effect at the top dose
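CellTiter-Glo luminescence gave cytotoxicity after 18 hours at 37 degrees C. The cells were HepG2 CAGA-GFP in 1% FBS DMEM, stimulated with 500 pg/mL TGF-beta after compound addition. %Activity was normalised to no-cell wells (complete cell-killing) and DMSO (no toxicity), and curves were fitted and classified.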
Nrf2 block – blocks Nrf2 signaling. hit rate 2.1% among 360,000. A549 ARE-Fluc reporter, luciferase luminescence, 18-24 h. Potency, µM (titrated, usually from 46 µM), inactives show top-dose activity change, negative = inhibition, actives largely listed as inhibitors; further: potency means the concentration at half of the fitted maximal effect; on the % scale 0 is the no-effect control and ±100 the full control effect; nearly all actives have a fitted effect of over 60% in size
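In this cell-based qHTS, ARE-driven firefly luciferase in A549 cells reports Nrf2 activity; the luminescent signal after BugLite lysis is the measured value, with a prior CellTiter-Fluor read for cell health.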
ATXN viability – viability counter-screen for ATXN expression inhibitors | S2 cells (HEK-293 line with an ATXN2-luciferase reporter) viability, CellTiter-Fluor protease fluorescence, 24 h | Potency, µM (titrated, usually from 56.7 µM), actives largely listed as cytotoxic | hit rate 0.49% among 400,000 | AID 651635; further: potency means the concentration at half of the fitted maximal effect; nearly all actives have a fitted effect of over 40% in size
MCF10A rereplic – induces DNA re-replication in MCF 10a normal breast cells | Potency, µM (top dose mostly 46.1 µM), for the others: at the top dose activity, positive = re-replication, usual class: activators | hit rate 2.9% among 350,000 | MCF 10A DNA re-replication, Hoechst nuclear intensity, 48 h | AID 624296; further: potency means the concentration at half of the fitted maximal effect; % of control where 0% means no effect; nearly all actives have a fitted effect of over 50% in size
IL1B secr inh – inhibitors of inflammasome signaling (IL-1 beta secretion) | THP-1 LPS/ATP IL-1B secretion, AlphaLISA, 16 h; active compounds read low | activity change, % at 57.5 µM | hit rate 4.7% among 360,000 | AID 743279; in the data active means activity change below about -50%; further: on the % scale 0 is the no-effect control and ±100 the full control effect
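THP-1 cells pretreated 1 hr with compounds (up to 57.5 uM final), then stimulated with LPS (250 ng/mL final) plus ATP (1.25 mM final); secreted IL-1B measured by AlphaLISA after 16 hr, decreased signal indicating inhibition.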
TGFb SMAD3 inh – TGF-b pathway inhibition; Potency, µM (top dose mostly 46.1 µM), inactives show at the top dose activity, negative = inhibition, actives largely listed as inhibitors; HepG2 CAGA-GFP TGF-b/SMAD3 reporter, GFP fluorescence, 18 h; TGF-beta stimulated, 500 pg/mL final; hit rate 1.2% among 410,000; further: potency means the concentration at half of the fitted maximal effect; on the % scale 0 is the no-effect control and ±100 the full control effect; nearly all actives have a fitted effect of over 65% in size
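GFP signal (ex488/em500-530) from TGF-beta-stimulated HEPG2 CAGA-GFP cells, 500 pg/mL final, 18 h at 37 degrees C in DMEM plus 1% FBS, normalized to unstimulated and DMSO-stimulated controls.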
ATXN2 expr inh – reduces ATXN2 reporter expression in HEK-293 cells | HEK-293 ATXN2-luciferase reporter, luminescence, 24 h | Potency, µM (highest dose often 57 µM), inactives show at the top dose activity change, negative = inhibition, hits mostly inhibitors | hit rate 0.72% among 360,000; further: potency means the concentration at half of the fitted maximal effect; on the % scale 0 is the no-effect control and ±100 the full control effect; nearly all actives have a fitted effect of over 55% in size
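ATXN2-luciferase reporter cells (luciferase flanked by upstream and downstream ATXN2 gene portions) were treated 24 h at 37 °C with compounds at up to 57 uM. SteadyGlo luminescence gave expression; GF-AFC fluorescence gave viability.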
A549 tox – A549 cytotoxicity, counter-screen for Nrf2 inhibitors. A549 ARE-Fluc cells, CellTiter-Fluor viability, 18-24 h. Potency, µM (titrated, usually from 46 µM), without a hit: at the top dose activity change, negative = cytotoxicity, usual class: inhibitors. hit rate 0.16% among 390,000; further: potency means the concentration at half of the fitted maximal effect; on the % scale 0 is the no-effect control and ±100 the full control effect
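Cytotoxicity counterscreen: CellTiter-Fluor fluorescence was measured in A549 ARE_Fluc cells after 18-24 h of compound exposure in a concentration series. The subsequent BugLite luminescent read reports ARE-luciferase activity.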
Nrf2 activator – activators of Nrf2 (ARE) signaling; AREc32 ARE-luciferase reporter (MCF7-derived line), luminescence, 24 h; Potency, µM (highest dose often 46.1 µM), for inactives: at the highest dose activation, hits mostly activators; hit rate 0.31% among 410,000; AID 624171; further: potency means the concentration at half of the fitted maximal effect; % of control where 0% means no effect; nearly all actives have a fitted effect of over 65% in size
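Nrf2 activation is followed as ARE-luciferase induction in the AREc32 line after one day of compound treatment; luminescence is read with Steady-Glo.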
* = called active by the depositor; i = inactive; & = joins results of further samples. Unless noted, the call rests on the fitted dose curve; in most records, active means well fitted curve in the direction sought with a large enough effect; inconclusive means small, poorly fitted or top-dose-only effect, or another doubt; inactive means no such curve, though single readings can be large; an effect the other way counts as inactive or inconclusive. This is a subset (hit frequency here may not be typical).

SMILES	HepG2 viability	Nrf2 block	ATXN viability	MCF10A rereplic	IL1B secr inh	TGFb SMAD3 inh	ATXN2 expr inh	A549 tox	Nrf2 activator
CC[C@@H]1C(=O)OC[C@@H]1Cc1cncn1C	-1%&-12%	-27%&-24%	i	6%&4%&-4%	18&-6	13%&-14%	11%&2%	-8%&6%	-1.3%&-1.0%
CC1Cc2ccccc2N1NC(=O)c1ccc(Cl)c(S(N)(=O)=O)c1 (stereo unspecified)	2%	-4%	i	11%&-32%	5	0%	-9%&-7%&9%	-1%	-1.1%
